Bioassay records: PubChem BioAssay, Sanford-Burnham Center for Chemical Genomics
GRIN3A LBD mod – binders of NR3A ligand-binding domain, primary screen, biophysical, differential scanning fluorimetry, uHTS; Glutamate receptor ionotropic, NMDA 3A (GRIN3A) ligand-binding domain; NR3A LBD differential scanning fluorimetry, Tm shift; 0% = protein alone, 100% = glycine-bound protein; Tm shift relative to glycine control, % at 25 µM; 340,000 compounds, 2.5% hits; AID 1259313, 2017;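 active means melting temperature shift of at least 10% of the positive control shift, at one fixed dose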
PfGluPho inh – PfG6PD enzyme inhibitors, primary screen, biochemical, fluorescence intensity, uHTS | inhibition, % at 20 µM | glucose-6-phosphate dehydrogenase-6-phosphogluconolactonase (Plasmodium falciparum 3D7) | AID 504690, 2011 | PfGluPho enzyme, NADPH resazurin-diaphorase fluorescence | 350,000 compounds, 0.78% hits;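 active means inhibition reaching at least a set limit at 20 µM in the primary screen, cut at about 59% in these data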;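 further: 0% = DMSO wells with substrate and 100% = DMSO wells lacking glucose-6-phosphate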
hIAP act – human IAP activators, primary screen, biochemical, luminescence, uHTS; activation factor at 10 µM; purified human IAP, CDP-Star luminescence, 30 min; hits give high values; 1 = vehicle-only enzyme, 0 = enzyme-free background; 330,000 compounds, 0.16% hits;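 active means activation factor of the enzyme at least 2-fold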; further: the source names both 10 and 20 µM as test concentration; values of inactives mirror those of a sister screen read the other way
SENP6 block – SENP6 protease inhibitors, primary screen, biochemical, luminescence, uHTS. Sentrin-specific protease 6 (Homo sapiens), Q9GZR1. Recombinant SENP6 catalytic domain, aminoluciferin luminescence. inhibition, % at 10 µM. 330,000 compounds, 1.8% hits. AID 2599, 2010;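 active means inhibition above about 50% at the single tested dose, limit read from the data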;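 further: plate controls were DMSO wells with enzyme for no effect and DMSO wells lacking enzyme for full effect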
Target sequence (Q9GZR1 628-1112 limits assumed): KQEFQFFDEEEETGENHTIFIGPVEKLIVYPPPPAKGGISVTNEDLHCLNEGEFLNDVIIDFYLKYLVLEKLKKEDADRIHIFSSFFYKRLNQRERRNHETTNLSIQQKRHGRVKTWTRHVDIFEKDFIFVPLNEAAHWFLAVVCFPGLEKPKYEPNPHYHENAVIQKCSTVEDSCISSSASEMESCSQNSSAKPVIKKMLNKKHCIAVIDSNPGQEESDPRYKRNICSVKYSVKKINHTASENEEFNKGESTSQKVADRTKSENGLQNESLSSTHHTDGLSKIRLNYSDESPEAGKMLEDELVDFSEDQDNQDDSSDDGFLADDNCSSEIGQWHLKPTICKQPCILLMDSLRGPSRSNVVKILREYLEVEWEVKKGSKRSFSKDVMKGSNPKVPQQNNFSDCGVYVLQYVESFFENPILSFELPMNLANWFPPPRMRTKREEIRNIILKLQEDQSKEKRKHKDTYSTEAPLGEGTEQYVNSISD
SENP1 inh – human SENP1 catalytic domain inhibitors, primary screen, biochemical, FRET, uHTS; Sentrin-specific protease 1 (Homo sapiens), Q9P0U3; recombinant SENP1 catalytic domain, CyPet-SUMO1-YPet FRET cleavage; inhibition, % at 10 µM; 360,000 compounds, 0.21% hits; AID 624204, 2012;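 active means inhibition at least 30% at 10 µM, raw YFP signal under a set limit, fluorescence ratio 0.5 to 1.5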;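 further: 0% = enzyme with DMSO and 100% = no enzyme wells; some results filed as inactive read as strong as hits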
Target sequence (Q9P0U3 419-644 limits assumed): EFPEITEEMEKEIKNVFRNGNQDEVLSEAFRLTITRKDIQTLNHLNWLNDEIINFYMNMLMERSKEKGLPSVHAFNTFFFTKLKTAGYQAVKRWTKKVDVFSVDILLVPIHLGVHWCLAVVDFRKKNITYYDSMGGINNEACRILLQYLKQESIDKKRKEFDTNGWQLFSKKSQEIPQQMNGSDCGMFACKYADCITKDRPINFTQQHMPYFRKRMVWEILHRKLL
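System: Recombinant human SENP1 catalytic domain, His6-tagged | Incubation: Enzyme reaction for 50 min at room temperature, dark | Medium: Tris pH 8 with BME, BSA, NP40 and catalase | Also added: 25 nM SUMO1 FRET substrate | Compound: 10 µM single point, 0.5% DMSO | Measured by: FRET fluorescence in CFP and YFP emission channels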
ATG4B inhibitor – ATG4B protease inhibitors, primary screen, biochemical, fluorescence, uHTS; Cysteine protease ATG4B (Homo sapiens), Q9Y4P1; ATG4B cleavage of LC3-PLA2, NBD-HPC fluorescence, 1 h; inhibition, % at 8.33 µM; 340,000 compounds, 0.51% hits; in the data active means inhibition above about 40%
SENP8 block – human SENP8 protease inhibitors, primary screen, biochemical, fluorescence, Nedd8 protein substrate, uHTS | 360,000 compounds, 0.64% hits | recombinant SENP8 | AID 602440, 2012 | inhibition, % at 20 µM; in the data active means inhibition mostly above about 40%, no sharp cut-off; inactive means mostly below about 27%
Target sequence (Q96LD8 whole entry, looked up): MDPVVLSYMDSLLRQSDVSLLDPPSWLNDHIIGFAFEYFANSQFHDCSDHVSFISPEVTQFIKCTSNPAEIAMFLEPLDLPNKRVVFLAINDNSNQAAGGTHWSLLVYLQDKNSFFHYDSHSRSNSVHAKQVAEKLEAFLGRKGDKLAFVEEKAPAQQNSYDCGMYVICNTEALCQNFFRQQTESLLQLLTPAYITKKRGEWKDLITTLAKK
MPTP inh – mitochondrial permeability transition pore inhibitors, primary screen, biochemical, isolated mouse mitochondria, absorbance | 360,000 compounds, 1.4% hits | inhibition, % at 10 µM | Ca2+ swelling absorbance, 30 min | AID 602449, 2012;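 active means inhibition of 50% or more, scaled per plate between neutral and stimulator controls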;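 further: 0% = DMSO wells given calcium and 100% = 1 mM EGTA wells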
Starred values were filed as active, the others as inactive; i = inactive; / = not tested or not shown.

Below each SMILES: GRIN3A LBD mod	PfGluPho inh	hIAP act	SENP6 block	SENP1 inh	ATG4B inhibitor	SENP8 block	MPTP inh
1) CN(CCOc1ccc(Cl)cc1)C(=O)c1cccc(S(=O)(=O)N2CCN(c3ccc(F)cc3)CC2)c1
    -2	20	/	/	-1	-19	9	58*
2) COc1ccc(NC(=O)CCc2nnc3ccc(NCc4ccco4)nn23)cc1
    -1	10	1.1	3	-2	-6	16	0.3
3) Cc1cc(OCc2ccc(F)cc2)nc(-c2ccccc2O)n1
    1	6	1.2	-9	1	-10	-14	1.5
4) CCC(C)NC(=O)c1ccc(Cl)c(S(=O)(=O)Nc2ccccc2N2CCOCC2)c1 (configuration not stated)
    1	10	0.97	8	2	-22	10	-0.7
5) COc1ccccc1N1CCN(C(CNS(=O)(=O)c2cc(F)ccc2F)c2cccnc2)CC1 (configuration not stated)
    -1	20	1.6	-17	-1	-2	7	0.0
6) COC(=O)c1ccc(C(=O)N2CCCC(CNC(=O)c3ccccc3Cl)C2)cc1 (configuration not stated)
    1	-22	1.2	-11	0	2	1	2.8
7) COc1ccc(OC)c(C2N(c3ccc(Cl)cc3)C(=O)C3CCCN32)c1 (configuration not stated)
    -1	9	1	8	-5	-9	-23	0.7
8) COc1ccccc1C(C)NC(=O)c1ccccc1SCC(=O)N1CCCC1 (configuration not stated)
    2	10	1	3	0	-12	12	2.6
9) COc1ccc(CNCCc2ccc(Cl)cc2)cc1OCc1ccccc1
    1	8	1.3	23	2	7	26	86*
10) O=C(CCSc1ccc(Cl)cc1)NC1CCCC1
    0	-2	1	-16	-2	-1	4	1.0
11) CCn1nc(C)c(CNC(=O)c2cc(COc3ccccc3SC)on2)c1C
    0	10	0.92	2	-1	2	0	-0.2
12) C/C(=N\OCc1ccccc1)c1c(O)cc(C(C)C)n(-c2ccccc2)c1=O
    -2	-10	1	-9	-7	1	-16	-0.1
13) COc1ccccc1OCC(=O)NCCC1=CCCCC1
    -1	11	1.1	-5	2	-5	16	-0.8
14) CC(=O)[C@H]1CC[C@H]2[C@@H]3CCC4=CC(=O)CC[C@]4(C)[C@H]3[C@H](O)C[C@]12C
    -4	-10	0.97	-8	-1	-4	16	-0.8
15) COc1ccc(CNc2nc3nc(C)c(Cl)c(=O)n3[nH]2)cc1OC
    0	-3	0.94	13	1	-6	13	-0.3

Carrying on.
Below each SMILES: GRIN3A LBD mod	PfGluPho inh	hIAP act	SENP6 block	SENP1 inh	ATG4B inhibitor	SENP8 block	MPTP inh
16) O=C(N[C@H](C(=O)O)c1ccccc1)C1CCC(Cn2cnc3ccccc3c2=O)CC1 (some centres not stated)
    -1	-7	1	-10	0	-1	10	-1.2
17) Cc1nn(C)c(C)c1CN(C(=O)CCc1nnc(Cc2c[nH]c3ccccc23)o1)C(C)C
    0	-9	1.1	12	1	1	0	0.7
18) COc1ccc(C(=O)Nc2cccc(S(=O)(=O)NC3=NCCC3)c2)cc1OC
    4	4	1	-28	0	-52	6	-3.1
19) CCN1CCCc2cc(CN(CCN3CCOCC3)C(=S)Nc3ccc(OC)cc3)ccc21
    3	6	0.86	8	-2	-6	32	2.7
20) COc1ccc(C(CNC(=O)C2CC(=O)N(Cc3ccc(C)cc3)C2)N(C)C)cc1 (configuration not stated)
    0	-6	1	-1	-4	-9	-6	0.5
21) C[n+]1ccc(C(=O)Nc2ccccc2Cl)cc1
    3	5	1	19	3	1	4	0.6
22) COc1cc(NC(=O)CN2CCC(C)CC2)c(C)cc1[N+](=O)[O-]
    -1	-10	0.81	-8	0	-12	8	1.0
23) CC(=O)c1cccc(NS(=O)(=O)c2c(C(=O)N3CCOCC3)c(C)n(C)c2C)c1
    -1	6	1.1	-1	2	1	10	1.6
24) CCN(C(=O)CN1C(=O)/C(=C/c2ccccc2)SC1=S)C1CCS(=O)(=O)C1 (configuration not stated)
    -1	-1	0.94	9	2	-5	26	-1.7
25) COc1ccc(C(=O)CC2OC(=O)c3ccccc32)cc1OC (configuration not stated)
    2	-21	1	39	2	-1	11	-0.5
26) COc1cccc(-c2nn(C)c3sc(C(=O)NCc4ccco4)cc23)c1
    -10	19	1.1	-6	2	-17	i	0.1
27) COc1ccc(C2C(C#N)=C(N)N(N(C)C)C3=C2C(=O)CC(C)(C)C3)cc1OC (configuration not stated)
    1	1	1	3	0	-4	5	1.0
28) CS(=O)(=O)N1N=C(c2ccco2)CC1c1ccccc1Cl (configuration not stated)
    -1	-1	1.1	11	-3	-3	20	0.5
29) COc1cccc(CN(CC(=O)NCc2ccc(F)cc2)C(=O)c2ccco2)c1
    -2	0	0.95	7	1	-3	10	-1.7
30) COCC(C)n1c(COc2ccccc2F)nnc1SCc1c(C)noc1C (configuration not stated)
    0	2	0.98	3	-4	-10	16	2.0

Shown bar-delimited: entries from further up.
nr | compound | GRIN3A LBD mod | PfGluPho inh | hIAP act | SENP6 block | SENP1 inh | ATG4B inhibitor | SENP8 block | MPTP inh
16 | O=C(N[C@H](C(=O)O)c1ccccc1)C1CCC(Cn2cnc3ccccc3c2=O)CC1 (some centres not stated) | -1 | -7 | 1 | -10 | 0 | -1 | 10 | -1.2
17 | Cc1nn(C)c(C)c1CN(C(=O)CCc1nnc(Cc2c[nH]c3ccccc23)o1)C(C)C | 0 | -9 | 1.1 | 12 | 1 | 1 | 0 | 0.7
18 | COc1ccc(C(=O)Nc2cccc(S(=O)(=O)NC3=NCCC3)c2)cc1OC | 4 | 4 | 1 | -28 | 0 | -52 | 6 | -3.1
19 | CCN1CCCc2cc(CN(CCN3CCOCC3)C(=S)Nc3ccc(OC)cc3)ccc21 | 3 | 6 | 0.86 | 8 | -2 | -6 | 32 | 2.7
20 | COc1ccc(C(CNC(=O)C2CC(=O)N(Cc3ccc(C)cc3)C2)N(C)C)cc1 (configuration not stated) | 0 | -6 | 1 | -1 | -4 | -9 | -6 | 0.5
21 | C[n+]1ccc(C(=O)Nc2ccccc2Cl)cc1 | 3 | 5 | 1 | 19 | 3 | 1 | 4 | 0.6
22 | COc1cc(NC(=O)CN2CCC(C)CC2)c(C)cc1[N+](=O)[O-] | -1 | -10 | 0.81 | -8 | 0 | -12 | 8 | 1.0
23 | CC(=O)c1cccc(NS(=O)(=O)c2c(C(=O)N3CCOCC3)c(C)n(C)c2C)c1 | -1 | 6 | 1.1 | -1 | 2 | 1 | 10 | 1.6
24 | CCN(C(=O)CN1C(=O)/C(=C/c2ccccc2)SC1=S)C1CCS(=O)(=O)C1 (configuration not stated) | -1 | -1 | 0.94 | 9 | 2 | -5 | 26 | -1.7
25 | COc1ccc(C(=O)CC2OC(=O)c3ccccc32)cc1OC (configuration not stated) | 2 | -21 | 1 | 39 | 2 | -1 | 11 | -0.5
26 | COc1cccc(-c2nn(C)c3sc(C(=O)NCc4ccco4)cc23)c1 | -10 | 19 | 1.1 | -6 | 2 | -17 | i | 0.1
27 | COc1ccc(C2C(C#N)=C(N)N(N(C)C)C3=C2C(=O)CC(C)(C)C3)cc1OC (configuration not stated) | 1 | 1 | 1 | 3 | 0 | -4 | 5 | 1.0
28 | CS(=O)(=O)N1N=C(c2ccco2)CC1c1ccccc1Cl (configuration not stated) | -1 | -1 | 1.1 | 11 | -3 | -3 | 20 | 0.5
29 | COc1cccc(CN(CC(=O)NCc2ccc(F)cc2)C(=O)c2ccco2)c1 | -2 | 0 | 0.95 | 7 | 1 | -3 | 10 | -1.7
30 | COCC(C)n1c(COc2ccccc2F)nnc1SCc1c(C)noc1C (configuration not stated) | 0 | 2 | 0.98 | 3 | -4 | -10 | 16 | 2.0

Molecules from the list above that have an NH in an aromatic ring, in the order listed:
Below each SMILES: GRIN3A LBD mod	PfGluPho inh	hIAP act	SENP6 block	SENP1 inh	ATG4B inhibitor	SENP8 block	MPTP inh
15) COc1ccc(CNc2nc3nc(C)c(Cl)c(=O)n3[nH]2)cc1OC
    0	-3	0.94	13	1	-6	13	-0.3
17) Cc1nn(C)c(C)c1CN(C(=O)CCc1nnc(Cc2c[nH]c3ccccc23)o1)C(C)C
    0	-9	1.1	12	1	1	0	0.7

Remaining list, next part:
Below each SMILES: GRIN3A LBD mod	PfGluPho inh	hIAP act	SENP6 block	SENP1 inh	ATG4B inhibitor	SENP8 block	MPTP inh
31) COCCCNC(=O)Cn1c(=O)n(CCCCCC(=O)NCc2ccc3c(c2)OCO3)c(=O)c2sccc21
    -1	12	0.9	5	2	-6	11	-0.8
32) O=S(NCc1ccccc1)C12CC3CC(CC(C3)C1)C2 (configuration not stated)
    1	-4	1.2	-1	1	-5	14	-0.4
33) O=C(NC(=S)Nc1ccc(N2CCCC2)cc1)c1ccc(F)cc1
    -2	17	1.1	1	4	2	15	1.0
34) COc1ccc(-n2c(CCC(=O)O)ccc2-c2ccccc2)cc1
    -1	5	1.1	2	-3	4	-25	1.0
35) COc1ccc(-c2cc(C(=O)Nc3ccc(C(N)=O)cc3)c3ccccc3n2)cc1
    1	-7	1	-20	1	-12	-315	0.0
36) O=[N+]([O-])c1cc(S(=O)(=O)N2CCOCC2)ccc1OCc1ccccc1C(F)(F)F
    3	-7	0.84	1	1	2	10	0.7
37) CN(CC(=O)Nc1ccc(F)cc1)C(=O)c1cc2c(s1)CCCCC2
    3	0	1	-12	1	-18	6	1.0
38) COc1cc2c(cc1OC)/C(=C/C(=O)c1ccccc1)NCC2
    0	-20	0.99	-22	-111	-10	-29	0.0
39) O=C(NCc1cnc2ccccn12)C1CCC(=O)N(Cc2ccccc2F)C1 (configuration not stated)
    3	-12	0.91	0	0	16	-19	0.8
40) Cc1ccc(C(=O)N[C@H](C(=O)Nc2cccc(S(=O)(=O)N3CCOCC3)c2)C(C)C)cc1
    /	5	/	/	3	/	7	1.0
41) CCOc1ccc(-c2cccc(NC(=O)c3cccs3)c2)nn1
    -7	2	0.96	-4	0	-1	4	0.1
42) Oc1ccc(Cl)cc1N=Nc1ccccc1
    0	8	0.85	73*	0	1	4	1.1
43) CC(=O)c1sc2c(c1N)c(=O)[nH]c(=O)n2-c1ccccc1
    0	14	0.92	6	-1	10	2	0.1
44) COc1cc(OC)cc(-c2c(C#Cc3ccsc3)c3cc(-c4cccc5[nH]ccc45)ccc3n2C)c1
    7	-6	0.93	-2	-5	-5	-488	-0.3
45) O=C(O)/C=C/C(=O)Nc1ccc(OC(F)(F)F)cc1
    1	-23	0.86	-18	-1	3	21	0.1
46) COc1ccc(O)c(C(=O)c2cnc3nc4ccccc4n3c2)c1
    -1	-18	/	/	-14	5	-131	0.1
47) O=C(NCc1cccnc1)c1ccc(COc2ccccc2Cl)o1
    -6	-2	0.9	-48	1	0	-2	-2.1
48) c1ccc(COCCCn2cc(-c3ccccc3)nn2)cc1
    -2	-1	0.96	0	2	13	7	1.0
